Compound activity as filed in PubChem.
PL biosyn Enam = animal cell phospholipid biosynthesis inhibition, Enamine screen. ZR-82 CHO cells, pyrene fatty acid UV survival, CellTiter Blue; peroxisome-deficient CHO-K1 mutant line; plus DGAT-1, DGAT-2 and ACAT inhibitors. calls only at 10 µM. 0.4% of 20,000 active;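 active = cell survival signal 2 SD away from solvent-only control wells, confirmed on one or two retests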;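 note: 3 h compound exposure then viability read about one day after UV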
Calls only; i = inactive; + = active, no number. A portion of the library; count on the stated rates, not on these rows.

Preview (19 entries):
SMILES	PL biosyn Enam
COCCN(C(=O)/C=C/c1cc(C)n(-c2cc(C)on2)c1C)c1c(N)n(CC(C)C)c(=O)[nH]c1=O	i
CCOC(=O)N/N=C/c1ccc(N2CCOCC2)s1	i
c1ccc2[nH]c(Cc3nc4ccccc4s3)nc2c1	i
Cc1cc(C2N=C(N)Nc3nc4ccccc4n32)c(C)n1-c1ccc(I)cc1 (stereo not given)	i
CNC(=O)NC(=O)CSc1nc(C)c(C)c(C)n1	i
C/C(=N\NC(N)=O)C1CCCCCCCCCCC1	i
O=C(CP(=O)(CO)CO)c1ccc(Cl)cc1	i
c1cncc(-c2nc(Sc3nnnn3C3CC3)c3ccccc3n2)c1	i
CN(C)NC(=S)NC(=O)C12CC3CC(CC(C3)C1)C2	i
CCNC(=O)Nc1cc(C)on1	i
Cc1cc(C)nc(N/N=C2/C=C(N3CCCC3)CC(C)(C)C2)n1	i
Cn1nc(NCCN2CCOCC2)c(=O)n(C)c1=O	i
O=C1CN(Cc2csc(-c3cccs3)n2)CCN1	i
O=C(CSc1nnnn1C1CC1)c1cc2cc(Cl)ccc2o1	i
O=C1c2ccccc2C(=O)N1CCN1c2cccc3cccc(c23)S1(=O)=O	i
CCOC(=O)CC(=O)c1[nH]c(C)c(C(=O)OCC)c1C	i
O=[N+]([O-])c1ccccc1S(=O)(=O)N1c2cccc3cccc(c23)S1(=O)=O	i
O=S1(=O)CCN2N=C(SCc3ccc(F)cc3)SC2=N1	i
Cc1cc2nc(/C=C/c3ccc4c(c3)OCCO4)sc2cc1C	i

This part in full (from the top)
SMILES	PL biosyn Enam
COCCN(C(=O)/C=C/c1cc(C)n(-c2cc(C)on2)c1C)c1c(N)n(CC(C)C)c(=O)[nH]c1=O	i
CCOC(=O)N/N=C/c1ccc(N2CCOCC2)s1	i
c1ccc2[nH]c(Cc3nc4ccccc4s3)nc2c1	i
Cc1cc(C2N=C(N)Nc3nc4ccccc4n32)c(C)n1-c1ccc(I)cc1 (stereo not given)	i
CNC(=O)NC(=O)CSc1nc(C)c(C)c(C)n1	i
C/C(=N\NC(N)=O)C1CCCCCCCCCCC1	i
O=C(CP(=O)(CO)CO)c1ccc(Cl)cc1	i
c1cncc(-c2nc(Sc3nnnn3C3CC3)c3ccccc3n2)c1	i
CN(C)NC(=S)NC(=O)C12CC3CC(CC(C3)C1)C2	i
CCNC(=O)Nc1cc(C)on1	i
Cc1cc(C)nc(N/N=C2/C=C(N3CCCC3)CC(C)(C)C2)n1	i
Cn1nc(NCCN2CCOCC2)c(=O)n(C)c1=O	i
O=C1CN(Cc2csc(-c3cccs3)n2)CCN1	i
O=C(CSc1nnnn1C1CC1)c1cc2cc(Cl)ccc2o1	i
O=C1c2ccccc2C(=O)N1CCN1c2cccc3cccc(c23)S1(=O)=O	i
CCOC(=O)CC(=O)c1[nH]c(C)c(C(=O)OCC)c1C	i
O=[N+]([O-])c1ccccc1S(=O)(=O)N1c2cccc3cccc(c23)S1(=O)=O	i
O=S1(=O)CCN2N=C(SCc3ccc(F)cc3)SC2=N1	i
Cc1cc2nc(/C=C/c3ccc4c(c3)OCCO4)sc2cc1C	i
Brc1ccccc1-c1nnc(SCc2nc3ccccc3o2)o1	i
O=C1OCC(CO)(CO)N=C1NNc1cc(Cl)ccc1Cl	i
O=c1[nH]c2ccc(S(=O)(=O)N3CCCC3c3ccc4c(c3)OCCO4)cc2[nH]1 (stereo not given)	i
O=S(=O)(Nc1nc2ccccc2nc1OCC(F)(F)F)c1cccs1	i
C=CCn1c(C)nnc1SCC(=O)N1N=C2/C(=C/c3ccco3)CCCC2C1c1ccco1 (stereo not given)	i
O=S(=O)(OCC(F)(F)C(F)F)c1ccc(C2=NN(c3ccccc3)C(c3ccccc3)C2)cc1 (stereo not given)	i
Cc1ccc(/C=C/C(=O)OCC(=O)c2ccc(Cl)s2)o1	i
O=C1CC2(CCCC2)C(=O)N1CN1CCN(S(=O)(=O)c2ccc(Br)s2)CC1	i
NC(=O)COC(=O)C12CC3CC(CC(C3)C1)C2	i
c1ccc(-c2cc(N3CCCC3)nc3cc4c(cc23)OCCO4)cc1	i
O=C1Nc2ccccc2/C1=N\N=C(\C(=O)c1ccccc1)c1ccccc1	i
COCCNC(=S)Nc1cc(Cl)c(N)c(Cl)c1	i
CCN1CCN(S(=O)(=O)c2ccc(Br)s2)CC1	i
CN(C)C(CNC(=S)NC1CC2CCC1C2)c1ccccc1 (stereo not given)	i
CCCCN(C(=S)NC1CCCCC1)c1c(N)n(CCC)c(=O)[nH]c1=O	i
CCCCN1/C(=C/C=C2\SC(=S)N(CC)C2=O)Sc2ccccc21	i
O=S(=O)(NC1CCCc2ccccc21)c1ccc(F)cc1 (stereo not given)	i
O=C1C=C(Nc2ccccc2)C(=Nc2ccccc2)c2c1oc1ccc(Nc3ccccc3)cc21	i
Cc1sc2nc(C(C)Sc3nnnn3C3CCCC3)[nH]c(=O)c2c1C (stereo not given)	i
FC(F)Sc1ccc(NC(=S)NC2CC3CCC2C3)cc1 (stereo not given)	i
CC(C)(C)c1ccc(C2=N/C(=C\c3ccc4c(c3)OCO4)C(=O)O2)cc1	i
O=c1cc(CSc2ccc3c(c2)OCCO3)c2c(ccc3ccccc32)o1	i
Cc1cc(C(=O)CN2C(=O)C(=O)N(C3CCCC3)C2=O)c(C)n1Cc1ccco1	i
CCOC(=O)c1c(C)[nH]c(C2=NNC(=NC3CCCCC3)SC2)c1C	i
Oc1ccc2ccccc2c1N=Nc1c(O)ccc2ccccc12	i
CN(C)c1ccc(N=Nc2ccccc2Cl)cc1	+
O=[N+]([O-])c1cccc(C2=CSC3=NS(=O)(=O)CCN23)c1	i
COc1ccc(NC(=S)NC2CC3CCC2C3)c(OC)c1 (stereo not given)	i
Cc1nn(C2CCS(=O)(=O)C2)c(N2CCCCC2)c1/C=N/NC(=O)C1CC1 (stereo not given)	i
Cc1ccc2nc(/C=C/c3ccc(F)cc3)ccc2c1	i
O=[N+]([O-])c1cccc(S(=O)(=O)NC2CCS(=O)(=O)C2)c1 (stereo not given)	i
Cc1nsc(=NC(=Nc2ccccc2)c2ccccc2)n1-c1ccccc1	i
S=P(c1ccccc1)(c1ccccc1)c1nnc(P(=S)(c2ccccc2)c2ccccc2)n1-c1ccccc1	i
C=CCNC(=S)NNC(N)=O	i
CN(C)CC1CCCCC1O (stereo not given)	i
CCOC(=O)c1cc(O)c(C(=O)OCC)s1	i
c1ccc(-c2nc(-n3cnnc3)nc3ccccc23)cc1	i
O=C(CN1C(=O)NC2(CCCCC2)C1=O)NC1=NCCS1	i
COC(=O)NN1C(=O)c2ccccc2C1=O	i
CCOC(=O)C/C(C)=N/NC(N)=S	i
CC1CCc2c(sc3nc(CN4CCOCC4)nc(Sc4nnc(-c5ccco5)o4)c23)C1 (stereo not given)	i

Part of the list above, with each value named.
CN(C)CC1CCCCC1O (stereo not given)
  PL biosyn Enam = i

CCOC(=O)c1cc(O)c(C(=O)OCC)s1
  PL biosyn Enam = i

The results go on:
SMILES	PL biosyn Enam
Brc1cc2c(cc1CSc1nnnn1-c1ccccc1)OCO2	i
O=C(N/N=C/c1ccsc1)C1CC1	i
Cc1sc2ncn(CC(=O)N(C)Cc3ccc(Br)s3)c(=O)c2c1C	i
Cc1sc2ncn(/N=C/c3ccco3)c(=O)c2c1C	i
CNS(=O)(=O)c1cc(Cl)ccc1Cl	i
O=[N+]([O-])c1cc(S(=O)(=O)C(F)(F)F)ccc1Nc1ccc(N2CCOCC2)cc1	i
COc1cc(-c2csc(=Nc3ccc(Cl)cc3)n2CC2CCCO2)cc(OC)c1OC (stereo not given)	i
COc1cc(C2NC(=O)NC3=C2C(=O)N(C)C3)cc(OC)c1OC (stereo not given)	i
O=C(Nn1c(-c2cccs2)nc2sc3c(c2c1=O)CCCC3)c1cccs1	i
O=S1(=O)c2cccc3cccc(c23)N1CCSCc1ccccc1	i
C=CCOC(=O)c1[nH]c(C)c(C(C)=O)c1C	i
C=C1N(C)c2cc([N+](=O)[O-])c(N)cc2C1(C)C	i
CC(C)OCCCNC(=O)Cn1cc(I)c(=O)c(I)c1	i
Cc1ccc(C2C=C(c3cccnc3)Nc3nc(C(F)(F)F)nn32)cc1 (stereo not given)	i
CCOC(=O)CSc1nc(N)c2c(C)c(C)sc2n1	i
O=C(c1cc(Br)c(Br)s1)c1sc(N2CCOCC2)nc1-c1cccs1	i
Cc1noc(C)c1/C=N/Nc1ccccn1	i
CN1/C(=C2/C=NN(C)P2(=Nc2ccc([N+](=O)[O-])cc2)N2CCOCC2)C(C)(C)c2ccccc21 (stereo not given)	i
Cc1ccc(C=Nc2cc(Cl)c(N=Cc3ccc(C)o3)cc2Cl)o1	i
Cc1cc2oc(=O)cc(COC(=O)CCC3NC(=O)NC3=O)c2cc1C(C)C (stereo not given)	i
C(=N\Nc1ccc2ccccc2n1)/c1ccc2c(c1)OCCO2	i
CN1CCN(Cn2nc(-c3ccccc3)oc2=S)CC1	i
O=S1(=O)CC(O)C(NCc2ccco2)C1 (stereo not given)	i
CC(=O)NC1C(OC2CC(C)CCC2C(C)C)OC(COC(C)=O)C(OC(C)=O)C1OC(C)=O (stereo not given)	i
CC1CCc2c(sc3ncnc(N(C)C)c23)C1 (stereo not given)	i
Cc1ccc(C(=O)COC(=O)C23CC4CC(CC(O)(C4)C2)C3)s1	i
CCOc1ccc(NS(=O)(=O)c2c(C)noc2C)cc1S(=O)(=O)N1CCCC1	i
Cc1ccsc1/C=N/n1cnc2scc(-c3cccs3)c2c1=O	i
O=[N+]([O-])c1ccc(C2=Nn3c(nnc3-c3sc4ccccc4c3Cl)SC2)cc1	i
S=c1[nH]nc2sc3ccccc3n12	i
c1ccc(-n2nnnc2N2CCCC2c2cccs2)cc1 (stereo not given)	i
S=c1nc(-c2ccncc2)[nH][nH]1	i
CC1(NC(N)=O)CCS(=O)(=O)C1 (stereo not given)	i
CC(C)(C)P(=NC(=S)N/N=C1\CCCC(=O)C1)(N1CCOCC1)N1CCOCC1	i
O=C(CSc1nnc(C2CC2)n1C1CC1)N1CCN(C(=O)c2ccco2)CC1	i
O=C1CC2(CCCC2)C(=O)N1CN1CCN(S(=O)(=O)c2ccc(Cl)s2)CC1	i
C(=N\N1CCN(C2c3ccccc3-c3ccccc32)CC1)/c1ccc2c(c1)OCCO2	i
CC(=O)NNC(=S)NC1CCCC1	i
O=c1[nH]c(Cn2cc(C(F)(F)F)cc(Cl)c2=O)nc2sc3c(c12)CCC3	i
Nc1nc(=S)nc(-c2cc(C3CC3)nn2-c2ccccc2)[nH]1	i
CN(C(=S)NC(=O)c1ccco1)C1CCS(=O)(=O)C1 (stereo not given)	i
c1ccc(-c2nnc(OCc3cccc4ccccc34)c3ccccc23)cc1	i
c1ccc(NNC2=NCCC2)nc1	i
O=C1c2ccccc2C(=O)C12Cc1ccccc1N1CCCCC12 (stereo not given)	i
COc1ccc(S(=O)(=O)N(C)C)cc1N(C)S(C)(=O)=O	i
NC(=S)Cc1nc2ccccc2s1	i
CC1N(C)c2cc(S(=O)(=O)O)ccc2C1(C)C (stereo not given)	i
CNc1snc(C)c1C(=O)OCC(=O)c1cc(C)n(C(C)C)c1C	i
CC[n+]1c(C)csc1Nc1ccc(N=Nc2ccccc2)cc1	i
S=C(NC1CC2CCC1C2)N1CCN(C(c2ccccc2)c2ccccc2)CC1 (stereo not given)	i
Cc1c(-c2nn(C)c(=O)c3ccccc23)oc2ccc(Br)cc2c1=O	i
O=C(CSc1nc2ccccc2nc1SCC(=O)c1cc2ccccc2o1)c1cc2ccccc2o1	i
O=P1(N2CCOCC2)C=C(c2ccccc2)SC(c2ccccc2)=C1	i
O=C(CN1C(=O)C(=O)N(CCC2=CCCCC2)C1=O)NC1CCCC1	i
CC(C)C(=O)OCC(=O)c1c(N)n(C)c(=O)n(C)c1=O	i
COc1cc(/C=C2\N=C(c3ccc(OC)c(OC)c3)OC2=O)cc(OC)c1	i
C/C(CC(=O)NC1CCCCC1)=N\NC(=O)C(=O)N1CCCCC1	i
O=S1(=O)N=C(N2CCN(S(=O)(=O)c3cccs3)CC2)c2ccccc21	i
CC(Sc1nnnn1C)C(=O)NC1CCCC1 (stereo not given)	i
CN(Cc1nc2ccsc2c(=O)[nH]1)Cc1ccc(Cl)s1	i
The results go on:
SMILES	PL biosyn Enam
COC(=O)c1ccc(COC(=O)Cn2c(C)csc2=O)o1	i
CC(=O)c1c(C)[nH]c(C(=O)Nc2nc(-c3ccc(C)s3)cs2)c1C	i
C[n+]1cccc(NC(N)=O)c1	i
Fc1ccccc1-c1nnc(SCc2nc(-c3ccccc3)no2)n1C1CC1	i
FC(F)Oc1ccc(NC(=S)Nc2cccnc2)cc1Cl	i
COC(=O)Nc1ccc(S(=O)(=O)OCC(F)(F)C(F)(F)C(F)(F)C(F)(F)C(F)(F)C(F)F)cc1	i
O=S(=O)(Oc1ccc(S(=O)(=O)N2CCOCC2)cc1Cl)c1cc(C(F)(F)F)ccc1Cl	i
CC1CCCN(C(=O)Cn2cnc3c2c(=O)n(C)c(=O)n3C)C1 (stereo not given)	i
Brc1ccccc1CSc1nnc(-c2ccc3c(c2)OCO3)o1	i
NS(=O)(=O)c1ccc(N/N=C/c2ccc[nH]2)c([N+](=O)[O-])c1	i
O=[N+]([O-])c1ccc(S(=O)(=O)N2CCCC(C(F)(F)F)C2)cc1 (stereo not given)	i
O=[N+]([O-])c1cc(NC(=S)NC2CCCCC2)ccc1Cl	i
CCOC(=O)C(CO)(NC(C)=O)C(=O)OCC	i
O=C(O)CS(=O)(=O)c1ccc(SC(F)(F)C(F)(F)C(F)(F)F)cc1[N+](=O)[O-]	i
c1csc(-c2nc(Oc3cccc4cccnc34)c3ccccc3n2)c1	i
Cc1sc2nc(CN3CCOCC3)nc(Sc3nnnn3C)c2c1C	i
O=C(Cn1nnc(-c2ccc(F)cc2)n1)c1ccc2c(c1)OCO2	i
O=S(=O)(c1ccc(Br)cc1)N1CCN(S(=O)(=O)c2ccccc2F)CC1	i
O=S(=O)(NCc1cccs1)c1ccc2c(c1)OCCO2	i
CC(=O)c1sc2nc(CN3CCCC3c3cccs3)[nH]c(=O)c2c1C (stereo not given)	i
O=S1(=O)CC(O)C(S(=O)(=O)c2ccccc2)C1 (stereo not given)	i
CC(=O)c1c(C)[nH]c(C(=O)COC(=O)[C@@H]2CCCN2/C=C/C(=O)C(F)(F)F)c1C	i
